KB-V1 cytotox: KB-V1 MDR subline cytotoxicity. KB-V1 MDR cells viability, CellTiter-Glo, 72 h. Potency, µM (series often up to 46.1 µM), without a hit: at the top dose activity change, negative = cytotoxicity, hits mostly cytotoxic. 400,000 compounds, 3.4% hits. AID 1347076; note: potency is the fitted concentration of half-maximal effect; % is set by controls: 0 for no effect and ±100 for the full control effect; nearly all actives have a fitted effect of over 60% in size
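Potencies derive from concentration-effect curves fitted to normalized luminescence (CellTiter-Glo) of KB-V1 cells treated for 72 h at 37 degrees C in phenol-red-free DMEM containing 10% FBS.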
HT1080 IDH1KD tx: kills HT-1080 cells with IDH1 knockdown; 360,000 compounds, 2% hits; AID 686971; HT-1080 IDH1 knockdown viability, ATP luminescence, 48 h; Potency, µM (series often up to 46.1 µM), inactives show top-dose activity, negative = toxicity, actives largely listed as cytotoxic;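 note: potency is the fitted concentration of half-maximal effect; 0% = DMSO wells and -100% = cell-free medium wells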
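% activity derives from luminescence (CellTiter-Glo), normalised to DMSO and no-cell wells. HT-1080-IDH1KD cells, 750/well, had 48 h compound exposure at 37 °C.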
GLP1R cytotox: cytotoxic in the GLP-1 receptor inverse agonist counter-screen; HEK293 cAMP-luciferase reporter cells, luminescence, 24 h; Potency, µM (doses to about 38.3 µM), without a hit: at the highest dose activity change, negative = inhibition, hits mostly inhibitors; 410,000 compounds, 0.13% hits; AID 624418;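 note: loss of luciferase light is scored as toxicity; potency is the fitted concentration of half-maximal effect; % is set by controls: 0 for no effect and ±100 for the full control effect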
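A 23 nL compound transfer followed 12 hours of cell culture at 37 deg C; exposure then lasted 24 hr. Luciferase assay detection reagent was dispensed and plates read for luminescence after a 12 min room-temperature wait.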
MCF10A rereplic: induces DNA re-replication in MCF 10a normal breast cells. AID 624296. MCF 10A DNA re-replication, Hoechst nuclear intensity, 48 h. Potency, µM (top dose mostly 46.1 µM), for inactives: at the highest dose activity, positive = re-replication, most hits filed as activators. 350,000 compounds, 2.9% hits; note: potency is the fitted concentration of half-maximal effect; % of control where 0% means no effect; nearly all actives have a fitted effect of over 50% in size
DRD3 agonist: activates the human D3 dopamine receptor. D3R DiscoveRx beta-arrestin cells, luminescence, 90 min. max activation, %. P35462. 410,000 compounds, 0.58% hits; in the data active = max activation above about 30%; note: 0% is about no effect; mostly tested at two doses, the higher about 12 µM
Target sequence (P35462 whole entry, looked up): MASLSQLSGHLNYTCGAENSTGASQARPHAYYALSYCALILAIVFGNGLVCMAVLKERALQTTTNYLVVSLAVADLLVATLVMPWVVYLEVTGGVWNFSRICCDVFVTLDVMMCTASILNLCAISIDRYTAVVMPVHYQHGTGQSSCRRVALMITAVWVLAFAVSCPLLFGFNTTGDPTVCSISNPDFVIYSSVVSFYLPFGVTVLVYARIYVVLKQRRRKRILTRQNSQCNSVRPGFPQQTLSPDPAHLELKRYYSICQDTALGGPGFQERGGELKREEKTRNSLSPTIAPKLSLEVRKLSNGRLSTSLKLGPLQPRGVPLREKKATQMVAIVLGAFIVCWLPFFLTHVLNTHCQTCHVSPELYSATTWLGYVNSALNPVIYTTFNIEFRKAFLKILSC
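Agonist mode: compounds and dopamine controls were applied to plated cells for 90 min at 37 degrees C after an overnight attachment at 1500 cells/well. Luminescent read-out followed 30 - 60 minutes at room temperature with DiscoveRx detection reagent.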
KB-3-1 tox: kills parental KB-3-1 adenocarcinoma cells | KB-3-1 viability, CellTiter-Glo ATP luminescence, 72 h | Potency, µM (series often up to 46.1 µM), without a hit: top-dose activity change, negative = cytotoxic, hits mostly cytotoxic | 400,000 compounds, 1.4% hits | AID 1347075; note: potency is the fitted concentration of half-maximal effect; % is set by controls: 0 for no effect and ±100 for the full control effect; nearly all actives have a fitted effect of over 60% in size
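Viability of parental KB-3-1 cells, measured by CellTiter-Glo luminescence, followed a 72 h incubation at 37 °C with pinned compounds in phenol-red-free DMEM containing 10% FBS.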
HT1080-NT tox: kills 2HG-producing HT-1080-NT fibrosarcoma cells. HT-1080-NT fibrosarcoma viability, CellTiter-Glo ATP luminescence, 48 h. Potency, µM (top dose mostly 46.1 µM), for inactives: at the highest dose activity, negative = less viability, usual class: cytotoxic. 360,000 compounds, 1.6% hits. AID 686970;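 note: NT is the 2HG producing partner of a matched IDH1 knockdown line; potency is the fitted concentration of half-maximal effect; 0% = DMSO-treated cells and -100% = media-only wells without cells; nearly all actives have a fitted effect of over 55% in size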
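Read-out is CellTiter-Glo luminescence after 10 minutes at room temperature, following 48 hours' compound treatment of HT-1080-NT cells (750 cells/well, RPMI, 5% FBS, 37 degrees C).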
SW480 rerep: induces DNA re-replication in SW480 colon adenocarcinoma cells. SW480 DNA re-replication, Hoechst DNA content imaging, 48 h. Potency, µM (top dose mostly 46.1 µM), inactives show at the top dose re-replication activation, actives largely listed as activators. 340,000 compounds, 1.8% hits; note: potency is the fitted concentration of half-maximal effect; % of control where 0% means no effect; nearly all actives have a fitted effect of over 55% in size
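Image-based DNA-content assay: after two days of treatment, nuclei were labelled with the DNA dye Hoechst and imaged, and hits were compounds raising the count of nuclei showing high fluorescence intensity.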
IL-1B inflam inh: inhibitors of inflammasome signaling (IL-1 beta secretion) | activity change, % at 57.5 µM | 360,000 compounds, 4.7% hits | THP-1 LPS/ATP IL-1B secretion, AlphaLISA, 16 h; stronger effect = lower value; in the data active = activity change below about -50%; inconclusive = mostly about -30% to -49%; note: % is set by controls: 0 for no effect and ±100 for the full control effect
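THP-1 cells pretreated 1 hr with compounds (up to 57.5 uM final), then stimulated with LPS (250 ng/mL final) plus ATP (1.25 mM final); secreted IL-1B measured by AlphaLISA after 16 hr, decreased signal indicating inhibition.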
* hit, by the source's call; ? = inconclusive; nt = no result given; [ ] = dose if it differs, or a comment. Unless noted, calls come from the whole dose curve; as a rule, active = well fitted curve in the direction sought with a large enough effect; inconclusive = small, poorly fitted or top-dose-only effect, or another doubt; inactive = no such curve, though single readings can be large; an effect the other way counts as inactive or inconclusive. The order is random. Share with any hit: about 11%.

Order of results – KB-V1 cytotox, HT1080 IDH1KD tx, GLP1R cytotox, MCF10A rereplic, DRD3 agonist, KB-3-1 tox, HT1080-NT tox, SW480 rerep, IL-1B inflam inh
Cc1cc(C)cc(NC(=O)c2cc(S(=O)(=O)NCCC3=CCCCC3)ccc2F)c1
 : ?, nt, -6.8%, nt, -10.9, 0.0%, nt, nt, nt
S=c1[nH]nc(-c2ccc(Cl)cc2)n1CC1CCCO1 (stereo not drawn)
 : -2.3%, ?, ?, 1.0%, -9.6, 10.2%, ?, ?, 0.0
CC1C=Cc2ccccc2N1C(=O)c1ccccc1 (stereo not drawn)
 : 9.8%, -6.2%, -14.2%, 0.1%, 4.9, 3.1%, -3.3%, 1.3%, 3.4
Cc1cc(C)cc(N2C(=O)N(Cc3cccc(F)c3)c3ccccc3S2(=O)=O)c1
 : 5.6%, nt, 11.9%, nt, 2.8, -12.6%, nt, nt, nt
CCOC(=O)c1nn(-c2ccc(C)cc2)c(=O)cc1OCC(=O)Nc1ccc(OC)cc1
 : -24.6%, -9.5%, -8.9%, 1.4%, 2.2, 2.9%, -1.5%, -2.7%, 10.1
O=C(c1csc2c1CCCC2)n1cccn1
 : 1.5%, 11.2%, 20.9%, 1.1%, -2.3, -0.5%, 4.1%, -21.0%, 19.7
C/C(=C1\SC(N2CCOCC2)=NC1=O)c1ccccc1
 : -27.4%, 5.0%, 6.6%, 24.3%, 0.4, -2.5%, 8.3%, -6.8%, -6.8
CCCCSCCCNC(=O)Nc1cccc(OC)c1
 : ?, 8.2%, 5.3%, 3.2%, 0.0, 6.1%, 4.6%, -7.1%, -4.0
COc1ccc(OC)c(-c2nc(CN3CCCCC3c3cccnc3)c(C)o2)c1 (stereo not drawn)
 : 0.0%, 0.3%, -0.5%[7.66 µM], 21.0%, 3.1, -2.2%, -17.3%, 3.9%, -3.9
CCOC(=O)C(NC(=O)Nc1ccc(F)cc1)(OCC)C(F)(F)F (stereo not drawn)
 : 0.0%, 7.6%, -7.5%, 3.7%, -7.4, 23.2%, 3.8%, -4.6%, 16.2
CC1(C)NC(=O)N(CC(O)COc2ccccc2-c2ccccc2)C1=O (stereo not drawn)
 : -25.9%, -7.5%, -13.7%, -1.2%, 4.5, -12.8%, -4.8%, -3.3%, -1.4
Oc1ccccc1-c1cc(-c2ccccc2)n[nH]1
 : -14.2%, 0.9%, 9.1%, -33.0%[inhibitor], 4.6, -21.7%, 5.1%, ?, 12.6
COc1ccc(C(=O)NC2c3ccccc3-c3ccccc32)cc1
 : 15.3%, -6.5%, 0.3%, 2.6%, -0.3, -2.1%, -3.6%, ?, 22.3
Cc1cc(NC(=O)CSc2nnnn2C)n(-c2ccccc2)n1
 : -10.5%, 10.1%, 1.1%, 6.51µM*, -0.9, 3.8%, 5.0%, 4.11µM*, 9.6
CCn1nnc2cc(C(=O)NCCc3ccccc3F)ccc21
 : ?, 12.6%, 1.0%, 10.0%, -7.7, 3.1%, -1.3%, -0.8%, -10.3
Nc1nnc(N2CCCCC2)s1
 : ?, ?, -19.9%, -12.0%, 4.0, 10.9%, ?, -3.9%, 24.9
CC(Nc1nc(-c2ccccc2)nc2ccccc12)c1ccccc1 (stereo not drawn)
 : 0.0%, -17.5%, -28.0%, ?, -3.9, ?, ?, -0.5%, -22.9
CSc1ncccc1C(=O)OCC(=O)c1ccccc1
 : -1.3%, 25.4%, 24.2%, -1.5%, 8.8, 24.4%, 10.1%, 0.7%, -3.5
CC(C)C(=O)Nc1ccc(Br)cc1Cl
 : 23.1%, 18.1%, -1.9%, -8.2%, 3.0, 21.9%, 11.3%, -4.8%, -6.7
COc1ccccc1C(=O)N/N=C/c1ccc(Cl)s1
 : -15.4%, 1.9%, -2.0%[1.53 µM], -0.6%, -15.9, 12.4%, -5.1%, -15.0%, 0.9
CS(=O)(=O)N(Cc1ccccc1)c1ccc(C(=O)NCCSCc2ccco2)cc1
 : -15.6%, -3.6%, -24.5%, 585.1%[0.0737 µM], -1.3, -2.1%, -9.1%, -17.2%, -13.8
Clc1ccc(-n2nnnc2-c2ccccc2)cc1
 : -6.7%, -15.0%, 2.3%, -19.0%, -26.4, 0.2%, 0.9%, -2.4%, -6.3
COc1ccc([C@H]2CC(=O)C=C(c3cc(OC)ccc3OC)C2)cc1
 : 23.1µM*, ?, 1.9%, ?, -2.6, 16.4µM*, ?, ?, -6.5
COc1cccc(NC(=O)c2ccccc2N2C(=O)C3C4C=CC(C5CC45)C3C2=O)c1 (stereo not drawn)
 : ?, 5.5%, 1.3%, 9.7%, 0.4, -42.4%, 1.2%, -18.8%, -16.1
O=C(O)[C@H](Cc1ccccc1)NC(=O)N1CCCCCC1
 : 1.6%, 6.3%, -3.5%, -3.3%, -3.6, -5.0%, 7.5%, -0.2%, 1.3
O=C(COC(=O)COc1cccc(C(F)(F)F)c1)NC1CCCC1
 : 24.6%, -1.2%, -2.0%, ?, -14.7, 9.6%, -0.5%, -3.1%, -0.8
CCN1C[C@@H]2[C@@H]3C(=O)N(C)C(=O)[C@@H]3[C@](Cc3ccccc3)(C1=O)N2C(=O)c1ccc(C)cc1
 : 0.0%, 1.7%, 0.0%, 1.6%, 0.0, 12.9%, 1.7%, 12.2%, -4.5
COc1ccc(C(=O)NCC(c2ccc3c(c2)OCO3)N2CCOCC2)cc1 (stereo not drawn)
 : 2.7%, nt, 2.4%, nt, -10.4, ?, nt, nt, nt
COc1ccc(NC(=O)CN(C)CC(=O)Nc2ccc3c(c2)CCC3)cc1
 : -10.8%, -19.3%, -17.3%, -12.1%, -0.5, 0.0%, 2.7%, -1.5%, -9.4
CC(C(=O)NCc1ccccc1)N1C(=O)CN(C)C(=O)c2ccccc21 (stereo not drawn)
 : 7.1%, 1.4%, 0.3%, 0.0%, -3.5, 3.8%, 8.3%, -0.6%, -5.4

Compound profiles, as listed above. Screens in order: KB-V1 cytotox | HT1080 IDH1KD tx | GLP1R cytotox | MCF10A rereplic | DRD3 agonist | KB-3-1 tox | HT1080-NT tox | SW480 rerep | IL-1B inflam inh
`C/C(=C1\SC(N2CCOCC2)=NC1=O)c1ccccc1` is listed with -27.4% | 5.0% | 6.6% | 24.3% | 0.4 | -2.5% | 8.3% | -6.8% | -6.8
`COc1ccccc1C(=O)N/N=C/c1ccc(Cl)s1` is listed with -15.4% | 1.9% | -2.0%[1.53 µM] | -0.6% | -15.9 | 12.4% | -5.1% | -15.0% | 0.9

Continuation.
Order of results – KB-V1 cytotox, HT1080 IDH1KD tx, GLP1R cytotox, MCF10A rereplic, DRD3 agonist, KB-3-1 tox, HT1080-NT tox, SW480 rerep, IL-1B inflam inh
COc1ccc(CCC(=O)OCC(=O)Nc2ccc(OC)c(OC)c2)cc1OC
 : -16.0%, 13.0%, 4.7%, 10.7%, 3.5, -7.0%, 18.0%, 4.8%, 30.2
COc1ccc(C(=O)NNC(=S)NC2CCCCC2)cc1OC
 : -18.4%, 17.8%, 3.2%, 10.8%, -19.2, -7.8%, 10.2%, 5.2%, 13.3
Cc1cccc(NC(=O)Cn2c(=O)oc3cc(S(=O)(=O)N4CCCC4)ccc32)n1
 : -1.4%, 1.8%, 2.6%, 6.4%, -6.9, 8.1%, 2.3%, 2.1%, -12.5
O=C(NCc1c(O)ccc2ccccc12)c1ccccc1
 : -3.0%, 4.8%, -12.5%, 2.0%, 4.0, ?, -2.9%, ?, 2.4
O=C(NCC1CCCO1)c1onc(CSc2ccc(Cl)cc2)c1C(=O)O (stereo not drawn)
 : -15.4%, 0.3%, 1.1%, 5.3%, 16.9, -1.7%, -7.1%, -4.2%, 0.5
Cc1cccc[n+]1C1C(c2ccccc2)C(C#N)=C(C(=C=[N-])C#N)NC1(O)C1CC1 (stereo not drawn)
 : 9.0%, -13.4%, 51.9%[activator], 16.9%, -4.7, -1.3%, 2.0%, 0.5%, -16.3
COc1cc(CC(NC(C)=O)C(=O)NC2CCN(C(=O)C3CC3)CC2)cc(OC)c1 (stereo not drawn)
 : -7.9%, 5.1%, -15.0%, -4.3%, 1.6, -9.5%, ?, -14.1%, -18.7
COC(=O)Nc1c(-c2ccccc2)nc2ccccn12
 : 8.5%, 16.7%, -25.1%, 16.4%, 1.9, -0.8%, 2.2%, -10.2%, 5.3
O=C1Nc2ccc(Br)cc2C1=Nc1cccnc1
 : -13.6%, ?, -22.8%, ?, -16.5, 1.1%, ?, 9.6%, 32.9
O=C(COC(=O)c1cc(-c2ccc(Cl)s2)nc2ccccc12)NCc1ccco1
 : 8.8%, ?, -7.1%, ?, 7.3, -0.4%, ?, 1.9%, -5.6
CC(C)Cc1nnc(NC(=O)CCC(=O)Nc2ccc3cn[nH]c3c2)s1
 : 0.7%, 0.2%, -9.3%, -2.8%, -3.0, 0.1%, 5.5%, 0.5%, 28.6
CCN(CC)S(=O)(=O)c1ccc(N2CCCC2)c(NC(=O)CC(C)(C)C)c1
 : ?, 1.9%, ?, 7.1%, -4.2, -4.1%, 3.2%, -8.0%, -2.8
c1ccc2c(c1)CCCN2c1nc(N2CCOCC2)nc(N2CCOCC2)n1
 : -17.9%, -6.4%, -0.8%, 0.3%, 8.4, 2.9%, 9.2%, -34.8%[inhibitor], -17.4
COc1ccc(/C=C/C2=Nc3ccccc3NC(C)(C)C2)cc1OC
 : -36.0%, -6.0%, -13.6%, 16.6%, -8.2, -10.5%, -3.9%, -1.5%, nt
O=C(CSc1nnc(NC(=O)C2CC2)s1)Nc1ccccc1C(F)(F)F
 : 4.4%, -27.7%, 8.7%, -7.9%, 5.2, -14.7%, ?, -5.1%, -3.2
Cc1csc(NC(=O)CSc2nnnn2C)n1
 : 17.4%, 0.9%, -3.8%, 1.3%, 2.1, 2.4%, -2.5%, -2.2%, -8.1

High-throughput results (PubChem BioAssay)
